bIAP activator – bovine intestinal alkaline phosphatase activators, primary screen, biochemical, bovine IAP, CDP-star luminescence; activation factor at 20 µM; alkaline phosphatase, intestinal [Bos taurus]; purified bovine IAP, 30 min; hits give high values; fold of DMSO-control signal, blank-subtracted; AID 1016, 2008; 200,000 tested, 0.17% active;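 active = activation factor of 2 or more at 20 µM, a signal rise over negative controls twice the positive control's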
TNAP inh hi DEA – human TNAP enzyme inhibitors, primary screen, biochemical, luminescent, high phosphate acceptor level, uHTS. Alkaline phosphatase, tissue-nonspecific isozyme (Homo sapiens), P05186. purified TNAP, CDP-star luminescence, 1 M DEA. inhibition, % at 20 µM. 200,000 tested, 0.03% active;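 active = over 50% inhibition of tissue-nonspecific alkaline phosphatase at 20 µM in the single-dose screen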;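 also: plate controls were DMSO wells for no effect and EDTA-quenched wells as full inhibition for full effect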
Target sequence (P05186 whole entry, looked up): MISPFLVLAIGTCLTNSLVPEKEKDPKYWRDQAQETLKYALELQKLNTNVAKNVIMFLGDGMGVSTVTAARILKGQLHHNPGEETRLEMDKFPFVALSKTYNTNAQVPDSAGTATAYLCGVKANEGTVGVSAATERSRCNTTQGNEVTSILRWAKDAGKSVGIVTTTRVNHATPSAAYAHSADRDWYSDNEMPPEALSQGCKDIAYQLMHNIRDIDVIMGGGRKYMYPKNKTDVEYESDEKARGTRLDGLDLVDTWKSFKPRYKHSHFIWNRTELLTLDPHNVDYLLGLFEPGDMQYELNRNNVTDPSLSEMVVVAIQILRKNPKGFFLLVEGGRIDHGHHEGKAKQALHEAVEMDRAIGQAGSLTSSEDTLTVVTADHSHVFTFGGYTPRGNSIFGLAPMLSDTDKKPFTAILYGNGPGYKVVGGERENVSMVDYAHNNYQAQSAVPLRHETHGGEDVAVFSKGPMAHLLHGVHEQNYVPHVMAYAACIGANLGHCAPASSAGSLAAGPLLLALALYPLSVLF
bIAP inh – bovine intestinal alkaline phosphatase inhibitors, primary screen, selectivity assay for TNAP inhibitor project, biochemical, bovine IAP, CDP-star luminescence. alkaline phosphatase, intestinal [Bos taurus]. purified bovine IAP, 30 min. inhibition, % at 20 µM. 190,000 tested, under 10 active. AID 1019, 2008;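 active = over 50% inhibition of intestinal alkaline phosphatase at 20 µM in the single-dose screen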
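Incubation: 30 min reaction at room temperature / Material: purified bovine intestinal alkaline phosphatase (IAP) enzyme / Input: enzyme at 1/65,000,000 dilution / Dosing: 20 µM single dose / Signal: CDP-star luminescence signal / Reagent: CDP-star chemiluminescent phosphatase substrate, 30 µM final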
SRC2 TRFRET art – TR-FRET signal artefacts, primary screen, artefact control for PPARgamma SRC-2 agonist project, biochemical; TR-FRET ratio at 8 µM; TR-FRET artefact counter-screen; hits give high values; 200,000 tested, 0.4% active; in the data active = TR-FRET ratio above about 2000; also: inactives centre near 1500
PPARg SRC1 recr – PPARgamma agonists recruiting SRC-1 coactivator, primary screen, biochemical; Peroxisome proliferator-activated receptor gamma (Homo sapiens), P37231; PPARgamma-SRC-1 coactivator recruitment biochemical assay; activation, % at 8 µM; 200,000 tested, 0.41% active; in the data active = activation above about 19%;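 also: 0% = DMSO and 100% = reference agonist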
Target sequence (P37231 whole entry, looked up): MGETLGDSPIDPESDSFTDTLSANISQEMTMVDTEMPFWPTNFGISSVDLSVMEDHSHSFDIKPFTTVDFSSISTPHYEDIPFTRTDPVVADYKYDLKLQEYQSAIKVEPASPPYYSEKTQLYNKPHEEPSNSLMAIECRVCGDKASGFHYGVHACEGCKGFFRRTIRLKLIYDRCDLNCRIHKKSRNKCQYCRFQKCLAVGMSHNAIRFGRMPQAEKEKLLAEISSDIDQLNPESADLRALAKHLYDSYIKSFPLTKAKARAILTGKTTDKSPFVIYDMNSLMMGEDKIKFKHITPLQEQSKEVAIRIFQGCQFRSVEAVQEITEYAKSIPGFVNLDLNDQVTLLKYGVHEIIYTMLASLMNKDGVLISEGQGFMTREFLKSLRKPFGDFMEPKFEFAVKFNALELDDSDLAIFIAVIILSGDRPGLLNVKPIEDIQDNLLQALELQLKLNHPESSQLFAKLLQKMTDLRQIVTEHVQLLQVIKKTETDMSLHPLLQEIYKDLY
HMGR II inh – inhibitors of E. faecalis class II HMGR, primary screen, biochemical, Enterococcus faecalis. HMG-CoA reductase (Enterococcus faecalis, mvaE). purified E. faecalis HMGR, NADPH absorbance 340 nm kinetic. inhibition, % at 10 µM. 190,000 tested, 0.41% active;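 active = inhibition above a set limit, the median over all tested compounds plus 3 SD, cut at about 9.5% in these data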;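 also: enzyme runs in reverse so mevalonate oxidation gives rising NADPH absorbance; 0% = complete reaction with DMSO and 100% = background rate lacking mevalonate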
PPARg SRC-3 ag – PPARgamma agonists recruiting SRC-3 coactivator, primary screen, biochemical; activation, % at 8 µM; Peroxisome proliferator-activated receptor gamma (Homo sapiens), P37231; AID 731, 2007; 200,000 tested, 0.26% active; biochemical PPARgamma/SRC-3 coactivator recruitment assay; in the data active = activation above about 23%;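 also: 0% = DMSO and 100% = reference agonist; some compounds past the cut are filed as inactive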
PPARg SRC-2 ag – agonists of PPARg-SRC-2 recruitment, primary screen, biochemical, HTS; PPARgamma LBD-SRC-2 recruitment; activation, % at 8 µM; 200,000 tested, 0.34% active; AID 1032, 2008; in the data active = activation above about 22%;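 also: 0% = vehicle and 100% = reference agonist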
TNAP act hiacc – TNAP activators at high phosphate acceptor level, primary screen, biochemical, luminescence, uHTS | Alkaline phosphatase, tissue-nonspecific isozyme (Homo sapiens), P05186 | purified TNAP, CDP-star luminescence, 1 M DEA, 30 min; hits give high values; 0 = EDTA background, 1 = DMSO-only activity | activation factor at 20 µM | 200,000 tested, under 10 active;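 active = activation factor at least 2 at 20 µM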
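Test system – human TNAP · Doses – 20 µM single point · Incubation – 30 min, room temperature · Signal – luminescent substrate turnover signal · Read-out basis – activation factor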
TNAP inh noacc – human TNAP enzyme inhibitors, primary screen, biochemical, luminescent, no phosphate acceptor, uHTS; purified TNAP, CDP-star luminescence, 30 min; 200,000 tested, 0.26% active; Alkaline phosphatase, tissue-nonspecific isozyme (Homo sapiens), P05186; AID 1012, 2008; inhibition, % at 20 µM;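 active = tissue-nonspecific alkaline phosphatase inhibition above about 50% at 20 µM in the single-dose screen, limit read from the data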;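 also: 0% = DMSO negative control and 100% = EDTA positive control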
* = called active by the depositor; nt = no result given.

SMILES	bIAP activator	TNAP inh hi DEA	bIAP inh	SRC2 TRFRET art	PPARg SRC1 recr	HMGR II inh	PPARg SRC-3 ag	PPARg SRC-2 ag	TNAP act hiacc	TNAP inh noacc
COc1ccc(-n2nc(C(=O)NCC(=O)NCC3COc4ccccc4O3)c3ccccc3c2=O)cc1 (stereo not drawn)	1	-0.6	0.2	1563	6.8	2.9	0.8	0.0	1	-7.3
CCc1c(C(=O)Nc2ccc(OC)c(Cl)c2)[nH]c(C)c1C(C)=O	1	0.7	-4.7	1649	6.6	-7.3	-6.5	-0.5	1	-8.4
CC(=O)N1N=C(c2ccccc2)OC1(C)CC(=O)Nc1ccccc1 (stereo not drawn)	1	-3.0	-0.6	1498	6.1	-2.3	3.2	4.4	1	-9.7
Cn1ncc2c(=O)[nH]cnc21	1.1	-4.1	-10.5	1711	1.5	-2.6	-0.5	4.0	1	-15.9
COc1ccc(CC(NC(C)=O)C(=O)NC2CCN(S(=O)(=O)c3cccc4ccccc34)CC2)cc1OC (stereo not drawn)	1	-4.3	3.3	1659	-7.0	-0.9	-0.3	6.5	1	-6.3
CC(C)Oc1ccc(C(=O)/C(=C\c2cccs2)c2nc3ccccc3o2)cc1	0.8	-4.4	15.0	1663	4.4	-2.0	5.2	13.2	1	-8.1
CCc1nnc(NC(=O)CSc2nnc(CNC(=O)c3ccc(OC)c(OC)c3)o2)s1	1	-2.3	-4.9	1669	0.0	-4.2	2.5	2.1	1	-8.8
Cc1ccc2nc(-c3ccc(NC(=O)CN4C(=O)NC(C)(c5ccc(OC(F)F)cc5)C4=O)cc3)sc2c1 (stereo not drawn)	1.7	0.6	-74.3	1579	6.2	-6.1	2.6	-5.1	1	-8.7
Cc1cc(C)nc(SCC(=O)N/N=C/c2cccs2)n1	0.9	-3.6	7.7	1628	6.4	-0.7	4.4	-2.0	1	-3.2
Cn1cnnc1Sc1ccc(S(C)(=O)=O)cc1[N+](=O)[O-]	1.1	3.1	-6.2	1571	-7.4	2.0	-0.7	-0.8	1	-1.9
Cc1ccc(C)c(NS(=O)(=O)c2cc(C(=O)Nc3cccc(N(C)S(C)(=O)=O)c3)ccc2C)c1	0.9	-2.1	5.1	1508	4.8	-0.8	4.1	1.5	1	-6.8
c1ccc(Cn2nnc3c(N4CCCC4)ncnc32)cc1	1	-5.6	-2.5	1432	-5.4	-2.5	-5.7	-14.3	1.1	-8.2
O=C(CSc1nnnn1C1CCCCC1)N1CCOCC1	0.9	0.0	6.3	1687	0.2	2.0	3.2	-1.3	1	-3.3
CCOC(=O)C(C)Oc1c(C(=O)OC)sc2ncccc12 (stereo not drawn)	0.9	-6.6	14.4	1574	6.5	-7.5	1.4	10.7	1.1	-7.3
CC(=O)N1c2ccc3ccccc3c2C2C=CCC2C1c1ccc(Br)cc1 (stereo not drawn)	0.8	-0.2	21.3	1598	8.0	1.2	-0.7	2.0	1	-7.4
CCn1c(=O)cc(SCC(=O)Nc2cccc(C)n2)c2ccccc21	1	2.7	3.2	3523*	58.1*	-0.4	37.8*	37.3*	1	5.8
CCCCC[C@H](O)/C=C/[C@H]1C=CC(=O)[C@@H]1C/C=C\CCCC(=O)O	0.9	-4.0	14.3	1433	-1.6	-4.5	0.3	4.2	1	-9.7
COc1ccccc1C(=O)NCC(=O)OCC(=O)Nc1cccc(S(=O)(=O)N(C)C)c1	1	-4.0	1.6	1530	11.0	0.7	4.4	6.0	1	-7.6
CS(=O)(=O)c1ccc(-c2cn3cc(C(=O)O)ccc3n2)cc1	1.2	-3.9	-16.0	1496	1.1	-1.0	3.0	-0.4	1	-8.4
O=C(Nc1cccc(Cl)c1)N1CCC(CO)(CCOc2ccccc2)CC1	0.9	-5.4	7.2	1677	7.9	-11.1	5.9	10.9	1.1	-8.6
C=C(C)C(=O)Nc1nnc(-c2cccs2)s1	0.9	-9.5	9.0	1652	5.1	-0.5	3.8	3.0	1.1	-10.0
COC(=O)CN(C#N)c1nc(NC(C)C)nc(OC)n1	0.8	-1.3	21.1	1648	1.0	2.1	8.8	8.4	1	-6.7
CCOc1ccc(-c2nn(-c3ccccc3)cc2/C=C(\C#N)S(=O)(=O)c2ccccc2)cc1C	0.9	-5.9	8.7	1570	10.2	-9.6	10.6	4.8	1.1	-20.7
Cc1cc(C(=O)N/N=C/c2ccccc2[N+](=O)[O-])c(C)o1	1	2.6	1.8	1868	9.6	1.3	4.4	3.8	1	-1.8
COc1ccccc1OCC(O)CO (stereo not drawn)	1	-2.5	-2.8	1582	-6.1	-10.4	3.9	2.2	1	-8.9
CCOC(=O)c1nnn(CC(=O)Nc2ccccc2OC)c1C(=O)OCC	1	-0.2	2.1	1653	2.5	-0.3	8.0	0.6	1	-8.2
Cc1cc(Cl)ccc1NC(=O)C1CCN(S(C)(=O)=O)CC1	1.1	-1.7	-11.2	1750	1.0	-2.8	1.3	6.5	1	-1.2
Cc1ccc(OCC(=O)N/N=C/c2ccc([N+](=O)[O-])o2)cc1	0.7	3.6	29.3	1503	0.3	0.4	11.0	11.2	1	13.0
Cc1ccc(C(=O)N2CCN(C(=O)c3ccc(C)c(C)c3)C(C)C2)cc1C (stereo not drawn)	nt	nt	nt	1514	-0.7	nt	-1.2	1.7	nt	nt
Cc1ccc(NS(=O)(=O)c2cc(-c3n[nH]c(=O)c4ccccc34)ccc2C)cc1	1.1	-0.7	-7.6	1710	4.4	-0.1	1.4	12.6	1	-3.4
CCOc1ccc(CC(=O)NCC2(N3CCCCC3)CCCCC2)cc1	1	-2.2	-4.2	1550	6.1	-0.2	6.6	5.8	1	-12.4
O=C(CN1C(=O)C2CC=CCC2C1=O)NC1CCCCC1 (stereo not drawn)	1.1	-5.9	-5.1	1418	-8.2	-3.7	-3.8	-4.6	1.1	-33.9
Cc1ccccc1Cn1c(C)cc(C)c(C#N)c1=O	1	-4.3	1.7	1485	-12.8	-6.4	3.6	-1.4	1	-11.0
Cc1sc2nc(CN3CCOCC3)nc(NS(=O)(=O)c3ccc4c(c3)OCCO4)c2c1C	1	-4.1	-1.8	1577	-5.1	5.0	4.2	1.9	1	-13.9
O=S(=O)(Nc1nc2ccccc2s1)c1ccc(Br)s1	0.8	-2.1	17.5	1627	-2.8	-7.6	-2.2	5.7	1	-8.6
O=C(/C=C/c1cc([N+](=O)[O-])ccc1OC(F)F)NCc1ccc(Cl)cc1	0.8	-4.8	23.1	1479	1.1	-1.5	-12.5	-4.0	1	-20.3
Cc1nc(NC(=O)/C=C/c2ccccc2)sc1C(=O)Nc1ccc(Cl)cc1	1	-2.0	2.2	1712	-4.2	-3.7	3.5	10.4	1	7.3
CCOC(=O)/C(C#N)=N/Nc1c(C)n(C)n(-c2ccccc2)c1=O	1.2	-0.5	-21.6	1681	-1.6	-2.8	2.9	2.6	1	-18.3
COc1ccc(-c2csc(NC(=O)CN3C(=O)CCC3=O)n2)cc1OC	1	-4.2	-3.2	1611	-2.0	-1.4	0.5	7.8	1	-15.5
Cc1ccnc(SCC(=O)O)n1	0.9	-4.3	11.6	1591	0.7	-0.7	-5.1	1.3	1	-8.3
Cc1sc(NC(=S)NC(=O)c2cccs2)nc1-c1ccc(CC(C)C)cc1	0.7	-3.8	31.0	1509	2.7	-4.9	-7.6	14.2	1	14.9
Cc1nn(CC#N)c(=O)n1-c1cccc(F)c1	0.9	-3.1	8.7	1602	4.7	3.6	-3.0	4.5	1	-8.3
CCOC(=O)c1ccc(NC(=O)NC2CC3CCC(C2)N3Cc2nnnn2Cc2ccco2)cc1 (stereo not drawn)	1.3	-8.7	-27.0	1455	-0.2	-1.0	-5.8	3.3	1.1	-34.2
COc1ccc(-c2csc(N3CCN(C(=O)c4ccccc4)CC3)n2)cc1	1	-2.1	-0.9	1465	-2.4	-8.6	3.4	0.6	1	-11.0
CCn1cc(C(=O)NC(=S)Nc2cccc(O)c2)cn1	0.8	11.7	22.7	1495	9.6	0.2	-0.8	3.9	0.9	-6.8
CCN1CCCC(OC(=O)c2cc(-c3ccc(C)cc3)nc3ccccc23)C1 (stereo not drawn)	1	-2.5	-1.3	1345	5.3	-8.5	-3.8	-5.5	1	-6.9
Cc1ccccc1CN(c1ccc(C(=O)Nc2cccnc2)cc1)S(C)(=O)=O	0.9	1.1	5.4	1442	3.4	-2.3	-7.6	0.0	1	-5.3
CSc1ccc(/C=C/C(=O)OCC(=O)NC(C)C)cc1	1	0.0	-0.8	1517	-0.9	1.9	1.5	1.8	1	-4.6
O=C(c1ccc2c(c1)C(=O)N(c1ccc(Cl)cc1)C2=O)N1CCN(c2ccccn2)CC1	nt	nt	nt	1589	7.0	nt	8.4	1.6	nt	nt
Cc1nc(NC(=O)c2ccccc2)sc1Cc1ccc2c(c1)OCO2	1.4	3.9	-42.2	1559	5.9	-2.1	1.8	1.0	1	6.2
Cn1cnc2cc(NC(=O)c3ccco3)ccc21	1	-0.8	2.5	1590	1.3	-6.1	2.5	13.0	1	-5.4
CC1=C(C(=O)OC(C)C)C(c2cccs2)NC(=S)N1 (stereo not drawn)	0.9	-1.2	13.1	1416	6.7	-0.9	5.5	-0.6	1	-4.8
CCOc1ncccc1C(=O)OCc1ccc([N+](=O)[O-])cc1	1.1	-2.8	-6.0	1708	7.3	-0.2	-0.9	5.2	1	-10.6
Cc1ccccc1OCCc1c(C)[nH]c(=S)[nH]c1=O	0.9	-3.9	14.0	1576	-3.1	-1.8	-0.3	-8.8	1	-5.2
CN(C)c1ccnc2sc(C(=O)NCc3ccccc3)c(N)c12	0.8	-4.7	21.7	1470	-2.5	1.2	-3.1	-9.1	1	-2.9
COc1ccc(N(C)S(=O)(=O)c2cccc(C(=O)Nc3nnc(C4CC4)s3)c2)cc1	1.1	-1.6	-5.4	1642	-1.6	-0.6	-0.7	1.1	1	-3.1

Looked up one by one from the list above (3):
SMILES	bIAP activator	TNAP inh hi DEA	bIAP inh	SRC2 TRFRET art	PPARg SRC1 recr	HMGR II inh	PPARg SRC-3 ag	PPARg SRC-2 ag	TNAP act hiacc	TNAP inh noacc
Cc1ccccc1OCCc1c(C)[nH]c(=S)[nH]c1=O	0.9	-3.9	14.0	1576	-3.1	-1.8	-0.3	-8.8	1	-5.2
Cn1cnc2cc(NC(=O)c3ccco3)ccc21	1	-0.8	2.5	1590	1.3	-6.1	2.5	13.0	1	-5.4
Cc1nc(NC(=O)c2ccccc2)sc1Cc1ccc2c(c1)OCO2	1.4	3.9	-42.2	1559	5.9	-2.1	1.8	1.0	1	6.2

Source: PubChem (several laboratories)
